ALOX12 inh – Primary qHTS assay for inhibitors of human arachidonate 12S-lipoxygenase (ALOX12): Round 2. purified 12hLO, xylenol orange hydroperoxide absorbance. Potency, µM (highest dose often 108 µM), for inactives: at the highest dose activity change, negative = inhibition, actives largely listed as inhibitors. actives 1.1% (n = 580,000). AID 1671190, 2021; active = well fitted inhibition curve with a large enough effect; inconclusive = small, poorly fitted or top-dose-only effect, or another doubt; inactive = no such curve, though single readings can be large or run the other way
Target sequence (P18054 whole entry, looked up): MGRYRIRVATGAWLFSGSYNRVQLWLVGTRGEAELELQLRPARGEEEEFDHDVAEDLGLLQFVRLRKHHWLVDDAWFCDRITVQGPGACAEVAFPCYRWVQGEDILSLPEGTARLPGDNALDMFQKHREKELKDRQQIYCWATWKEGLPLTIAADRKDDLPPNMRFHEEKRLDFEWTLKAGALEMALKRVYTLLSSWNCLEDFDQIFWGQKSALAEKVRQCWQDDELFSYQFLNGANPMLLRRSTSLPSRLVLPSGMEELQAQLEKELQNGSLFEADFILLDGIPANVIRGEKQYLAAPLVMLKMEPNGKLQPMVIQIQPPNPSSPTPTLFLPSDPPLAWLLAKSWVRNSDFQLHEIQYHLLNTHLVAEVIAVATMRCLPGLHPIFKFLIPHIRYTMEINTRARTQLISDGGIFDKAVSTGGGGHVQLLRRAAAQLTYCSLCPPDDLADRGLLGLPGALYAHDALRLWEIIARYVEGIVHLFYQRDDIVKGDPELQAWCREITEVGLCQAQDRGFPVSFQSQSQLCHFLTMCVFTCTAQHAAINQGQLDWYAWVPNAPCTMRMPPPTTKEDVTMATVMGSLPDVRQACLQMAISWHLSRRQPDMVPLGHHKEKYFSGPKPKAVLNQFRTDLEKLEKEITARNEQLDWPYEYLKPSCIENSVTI
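Purified human 12hLO (150 nM final) in 25 mM Hepes, 0.01% Triton X-100, pH 7.0 was preincubated 15 min at room temperature with compound. Then 40 uM arachidonic acid was added, 30 min. Hydroperoxide was read by Fe-XO absorbance ratio 573/405 nm.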
Active calls of the source: *; ? = inconclusive; [ ] = remark or other dose. % is scaled to controls: 0 for no effect and ±100 for the full control effect; potency is read from the fitted curve at half-maximal effect. This is a subset, so the mix of outcomes need not match the whole.

nr | SMILES | ALOX12 inh
1 | COc1ccc(CNC(=O)C[C@@H]2C[C@@H](C(C)C)[C@H](CNC(=O)c3ccc(NC(C)=O)cc3)C=C2C)cc1 | -11%
2 | CCN1CCC(N(Cc2ccc3c(c2)OCO3)C(=O)Nc2ccc(OC)cc2OC)CC1 | ?
3 | COc1ccc(C(=O)NC2CCCN(c3nc4ncccc4o3)C2)cc1 (centres undefined) | 25%
4 | Cc1ccc(C2Cn3nnc(-c4noc(-c5ccncc5)n4)c3CO2)cc1 (centres undefined) | 41%[activator]
5 | C/C1=C\CC(C)(C)/C=C/C(=O)[C@@H](C)CCC[C@H](C)CC(=O)C1 | ?
6 | CCOc1cc(C2C(C#N)=C(N)Oc3cc(O)ccc32)ccc1OCc1ccccc1 (centres undefined) | ?
7 | Cc1cccc(-c2nocc2CCC(=O)N2CCN(c3cccc(C)c3)CC2)c1 | ?
8 | C/C(=N/NC(N)=O)c1ccc([N+](=O)[O-])cc1 | -2%
9 | Cc1nn(CCC(=O)Nc2cccc(F)c2)c(=O)c(C#N)c1C | -4%
10 | O=C(O)c1cc2c(c(S(=O)(=O)Nc3cc(Cl)ccc3F)c1)CCC2 | -22%
11 | COc1ccc(Nc2nccc3c(=O)cc(N4CCOCC4)oc23)cn1 | 25µM*
12 | CC(=O)CC(C)(C)S(=O)(=O)c1ccc(Cc2ccc(S(=O)(=O)C(C)(C)CC(C)=O)cc2)cc1 | ?
13 | O=C(N/N=C/c1cccs1)c1ccc(Cl)cc1Cl | -1%
14 | CCCNC(=O)NC[C@H]1O[C@@H]2C[C@@H](CC(=O)NCc3cnn(C)c3)O[C@@H]2[C@@H]1O | -20%[176 µM]
15 | COc1cc2nc(N3CCN(C(=O)[C@H]4CCCO4)CC3)nc(N)c2cc1OC | ?
16 | CCc1ccc(N2C(=O)c3c(C(=O)OC)ncn3CC2(C)C(=O)NC2CCCCCC2)cc1 (centres undefined) | ?
17 | CCN(CC(=O)Nc1ccc(NC(C)=O)cc1)Cc1nc2ccccc2o1 | 79%[activator]
18 | CN(CCC1CCOCC1)C(=O)c1ccc2oc(-c3cccc(F)c3)nc2c1 | 22%
19 | O=C(c1ccc(Cl)nc1)N1CCCC(c2nn(-c3ccc(F)cc3)c(=O)[nH]2)C1 (centres undefined) | 15%
20 | O=C(Cc1cccc(F)c1)N1CC(Oc2ccc(-c3nc(-c4ccccc4)no3)cc2)C1 | 56%[activator]

nr | SMILES | ALOX12 inh
21 | CC(C)n1cnnc1-c1nn(C)c2c1CN(C(=O)c1n[nH]c3ccccc13)CC2 | 22%
22 | COc1ccc(C(=O)N[C@@H]2CCC[C@@H]2C(=O)NC2CCCCCC2)cn1 | 42%[activator]
23 | CN(Cc1ccccc1)S(=O)(=O)c1ccc(Cl)c(C(=O)Nc2cccc3cccnc23)c1 | -9%
24 | CC(=O)O[C@@H]1C=C[C@@H](C#Cc2ccc(C(C)(C)C)cc2)O[C@@H]1COC(=O)Nc1ccccc1 | ?
25 | O=C(NCCC12CC3CC(CC(C3)C1)C2)c1ccc(Cl)cc1 | -33%
26 | O=C(Cn1c2c(c(=O)n1Cc1ccccc1)CCN(Cc1ccccc1)C2)N1CCC(c2ccccc2)CC1 | 9%
27 | Cc1cccc(-n2nc(-c3c(C)nc4scc(CC(=O)NC(C)C)n4c3=O)cc2C)c1C | 35%[activator]
28 | COC(=O)[C@]12C[C@H](CC(=O)NCCCN3CCCC3=O)C(=O)N(Cc3ccc4c(c3)OCO4)C1=C[C@H](C(C)(C)C)O[C@@H]2C | 4%
29 | CCc1noc(-c2cccc(-n3ccnc3-c3cc4n(n3)CCCNC4)c2)n1 | 71%[activator]
30 | CCC(=O)N1Cc2ccccc2CC2(CCCN2Cc2cccnc2)C1 (centres undefined) | 2%[6.33 µM]
31 | CC(C)Oc1ccc(CNC(=O)c2ccc(Cn3ccn4nc5c(c4c3=O)CCCC5)cc2)cc1 | ?
32 | CC(C)Oc1cccc(Nc2nccc3c2cc(-c2ccc(C(=O)N(C)C)cc2)n3C)c1 | 8%
33 | CCN(CC1CCN(CCc2ccccc2C)CC1)C(=O)C1C=CCN1 (centres undefined) | -11%
34 | CNCCN1C(=O)CC[C@H]2CN(C(=O)Cc3c(C)nc(N)nc3C)CC[C@H]21 | 3%
35 | COc1ccc(CN2CCNC(=O)C2CC(=O)NC(C)(C)CO)cc1OC (centres undefined) | 13%
36 | Cc1ccc(C)c(S(=O)(=O)NCC(=O)O)c1 | -23%
37 | COCC(C)NC(=O)CSc1cc(C)c2cccc(C)c2n1 (centres undefined) | -13%
38 | CCN(CCC(=O)OC)C(=O)CCCOc1cccc(C(C)=O)c1 | -9%
39 | CC(=O)Nc1cc(C(=O)NCc2ccccc2C)c2ccc(C)nc2c1 | 47%[activator]
40 | COc1cc(OC)cc(C(=O)N2CCC(c3nc(C4CCOC4)no3)CC2)c1 (centres undefined) | 47%[activator]

nr | SMILES | ALOX12 inh
41 | Cc1nc2ccccc2c(C(=O)O)c1C | ?
42 | O=C(NCc1nnc2n1C(C(=O)NCCc1ccc(Cl)cc1)CC2)c1cccnc1 (centres undefined) | 22%
43 | CCN(CC)CCNC(=O)c1sc2ncccc2c1-n1c(C)ccc1C | ?
44 | COc1ccc(N2CCN(C(=O)C3CC(=O)N(c4n[nH]c5cccc(F)c45)C3)CC2)cc1 (centres undefined) | 13%
45 | Cc1noc(C)c1S(=O)(=O)N1CCCOCCNC(=O)[C@@H]2CCCC[C@@H]21 | 53%[activator]
46 | COc1cc2c(cc1C(=O)N1CCC3(CCCN(C)C3=O)C1)CCC2 (centres undefined) | 4%
47 | COc1ccc2c(c1)CCCN2C(=O)COc1ccc2ccc(=O)oc2c1 | 14%
48 | COc1ccc(CNC(=O)C[C@@H]2c3nc(NC(=O)c4cccs4)sc3C[C@@H]3[C@](C)(CO)[C@H](O)CC[C@]32C)cc1 | ?
49 | Cc1ccc(NC(=O)c2ccc3c(c2)N(C)C2CCCCN2C3=O)cc1C (centres undefined) | 13%
50 | CC1(C)NC(=O)N(CC(=O)N2CCc3nc(-c4cccnc4)[nH]c3C2)C1=O | 9%
51 | COCCN(Cc1ccc(C(C)C)cc1)Cc1cc(=O)n2c3c(sc2n1)CCCC3 | -9%
52 | CO[C@@H]1[C@H](O)CC[C@]2(O)CN(c3ccccc3)[C@](C)([C@H](O)CC=C(C)C)[C@@H]12 | -11%
53 | O=C(NC[C@H]1O[C@H](Cc2cc(COc3ccccc3)on2)CC[C@@H]1O)C1CCC1 | 10%[176 µM]
54 | CCc1c(C(=O)NC(C)C)csc1C | 11%
55 | COCCN1C(=O)c2ccccc2C(C(=O)NCc2ccccc2Cl)C12CCCC2 (centres undefined) | 54%[activator]
56 | CNC(=O)CCc1cn(Cc2ccc(C)cc2)c2ccccc12 | 17%
57 | COc1ccc([C@H]2C[C@@H](O)[C@@H](O)[C@@H]2NC(=O)c2ccc(C#N)cc2)cc1 | 3%[176 µM]
58 | CN(CC(=O)Nc1ccccc1Cl)Cc1ncc(-c2ccc(F)cc2)o1 | -2%
59 | CC#CCn1cc2c3c(cccc31)[C@H](CC(C)C)N[C@H](C(=O)NC(C)C)C2 | 4%[176 µM]
60 | O=C(NC1CCCCC1C(F)(F)F)c1ccc2ncsc2c1 (centres undefined) | ?

Ordered by length of the SMILES (low to high): 5 of the compounds above.
nr | SMILES | ALOX12 inh
9 | Cc1nn(CCC(=O)Nc2cccc(F)c2)c(=O)c(C#N)c1C | -4%
35 | COc1ccc(CN2CCNC(=O)C2CC(=O)NC(C)(C)CO)cc1OC (centres undefined) | 13%
18 | CN(CCC1CCOCC1)C(=O)c1ccc2oc(-c3cccc(F)c3)nc2c1 | 22%
42 | O=C(NCc1nnc2n1C(C(=O)NCCc1ccc(Cl)cc1)CC2)c1cccnc1 (centres undefined) | 22%
1 | COc1ccc(CNC(=O)C[C@@H]2C[C@@H](C(C)C)[C@H](CNC(=O)c3ccc(NC(C)=O)cc3)C=C2C)cc1 | -11%

Continuation:
nr | SMILES | ALOX12 inh
61 | COc1cccc(/C=C/c2nc(C#N)c(NCCCn3ccnc3)o2)c1 | 44%[activator]
62 | COc1cccc(N2CC(C)N(C(=O)Cc3c(C)nc(N)nc3C)CC2=O)c1 (centres undefined) | 10%
63 | COc1ccccc1-c1nn(CCC(=O)Nc2ccc(F)cc2)c2nc(C)cc(C)c12 | -2%
64 | COc1ccc(Cl)cc1-c1ccc2c(c1)C(=O)N1CCN(C(=O)c3ccc(N(C)C)cc3)C[C@@H]1C(=O)N2 | -30%
65 | Cc1ccc(C(=O)NC2CC(C)(C)Cc3nc(N4CCOCC4)ncc32)cn1 (centres undefined) | ?
66 | COc1cc(C(=O)OCC2C(COC(=O)c3cc(OC)c(OC)c(OC)c3)C2(Cl)Cl)cc(OC)c1OC (centres undefined) | 6%
67 | CC(C)CCNC(=O)CCCN1C(=O)C(c2ccccc2)Oc2cccnc21 (centres undefined) | 27%
68 | CCCN1CCC(C(=O)O)CC1 | 1%
69 | COc1ccc(F)cc1-c1cccc(CN)c1 | 2%[12.5 µM]
70 | COc1ccc(NC(=O)N2CCCC(Cn3cnc4cccnc43)C2)cc1 (centres undefined) | -23%
71 | COCC(=O)NC[C@H]1OC[C@@H](NCc2cnc[nH]2)[C@@H]1O | 97%[activator][176 µM]
72 | O=C(Cn1ccc2ccc(Cl)cc21)N1CCOCC1 | 12%
73 | C=CCN(CC#CC(=C)C)CC1CC1 | 21%
74 | Oc1ccccc1CN[C@H]1[C@H](O)[C@@H](N2CCC(Cc3ccccc3)CC2)[C@@H]2OC[C@H]1O2 | 7%[176 µM]
75 | CN(C)c1cccc(C(=O)N2CCC(OCCOc3ccc(F)cc3)CC2)c1 | 63%[activator]
76 | CCCOc1ccccc1C(=O)N1CCC2(CC1)[C@H](O)C[C@@H]2OCCN | 52%[activator]
77 | CCC(=O)N1CCc2sc(C(=O)NCc3ccc(Cl)cc3)cc2C1 | 37%[activator]
78 | CCn1ncc(N2CCCC(CC(=O)NCc3cc(F)cc(F)c3)C2)cc1=O (centres undefined) | 30%
79 | O=C(NCCCNC(=O)c1cccc2cccnc12)c1cccc2cccnc12 | 10%
80 | CNS(=O)(=O)CCNc1nccc(-c2cc(C(=O)O)ccn2)n1 | 17%

nr | SMILES | ALOX12 inh
81 | O=C1c2c(nc(CNCc3cccc(Cl)c3)n2Cc2ccccc2)NCCN1CCOc1ccccc1 | 39%[activator]
82 | O=C(Nc1c(NC2CCCC2)c2ccccc2oc1=O)c1ccc(C(F)(F)F)cc1 | -1%
83 | COc1ccc(C(=O)N2CCn3c(nnc3[C@@H]3C[C@@H](O)CN3Cc3ccccc3)C2)cc1 | 5%
84 | CCCNc1nc(-c2ccc(Cl)cc2)c(CC(=O)O)s1 | ?
85 | Cc1ccc(-c2nnc([C@H]3CCN(C(=O)Nc4ccc(F)cc4)C3)o2)cc1 | 7%[176 µM]
86 | Cc1cc(C(=O)N2CCOC[C@H](Oc3ccc(S(C)(=O)=O)cc3)C2)c(C(F)(F)F)o1 | -3%
87 | CCC(=O)Nc1ccc(-c2c(-c3ccc(F)cc3)nn(-c3ccc(F)cc3)c2OC(C)=O)cc1 | ?
88 | COCCCNc1ncnc2c1CN(C1CCCNCC1)C(=O)CN2C (centres undefined) | ?
89 | COCCn1cnnc1SCCOc1ccc(Cl)cc1 | 0%
90 | Cc1cc2[nH]cnc2c(NC(=O)CCc2cc3n(n2)CCNC3)c1C | -3%
91 | COc1ccc(-c2cnc(Nc3ccccc3)c3c2CCO3)cn1 | 12%[176 µM]
92 | Oc1ccccc1-c1nc2ccccc2s1 | -6%
93 | CCCc1noc(-c2cccn3c(CNC(=O)c4cccc(F)c4)nnc23)n1 | 81%[activator]
94 | Cc1cnc(CCNC(=O)NC(C)(C)C)n1CC1CC1 | 55%[activator]
95 | COc1cccc(/C=C(\C#N)C(=O)Nc2ccccc2C(=O)O)c1OC | ?
96 | CC(C)CCN1CCC2(CC1)OCCN(CCc1ccccc1)C2=O | 20%[176 µM]
97 | CC(Oc1ccccc1)C(=O)N1CCC(n2cc(-c3nc(C(C)C)no3)nn2)C1 (centres undefined) | 23%
98 | COc1ccc(C(=O)N[C@@H]2CCC[C@@H]2C(=O)NCCCOC(C)C)cn1 | 4%
99 | Cc1[nH]cnc1CN1CCC(c2nnc(CN3CCCCC3)n2C)CC1 | 44%
100 | O=C(CSc1ncnc2c1cnn2-c1ccccc1)NC(=O)NC1CCCC1 | -29%

nr | SMILES | ALOX12 inh
101 | O=C(c1cccc(OC2CN(CC3CC=CCC3)C2)c1)N1CCCC1 (centres undefined) | 20%
102 | Cc1cccc(-n2nnnc2C2(NC3CCCCC3)CCCC2)c1 | -39%
103 | Cc1ccc(NC(=O)Cn2ccn3nc4c(c3c2=O)CCCCC4)c(C)c1 | ?
104 | Cc1ccc(CNC(=O)c2ccc(N3CC4CC(C3)[C@H]3CCCC(=O)N3C4)nc2)cc1 (some centres undefined) | -4%
105 | COc1cc2c(=O)n(-c3ccccc3)c(=O)n(CC(=O)Nc3ccc(C)cc3)c2cc1OC | -22%
106 | Cc1cc(O)c2c(C)c(CC(=O)NC3CCCCCC3)c(=O)oc2c1 | -1%
107 | CC(=O)Nc1ncc2c(n1)CC(c1ccc(N(C)C)cc1)CC2=O (centres undefined) | 12%
108 | N#CCC(=O)Nc1ccc(C(=O)OCc2ccccc2Cl)cc1 | -21%
109 | COc1ccc(CN2C[C@H](O)C[C@H]2c2nc(-c3ccc(C)c(F)c3)no2)cc1 | ?
110 | CN1CCN(C(=O)CN2CC3CC(C2)[C@H]2CCCC(=O)N2C3)CC1 (some centres undefined) | ?
111 | CN(Cc1cccnc1)c1nc2c(c(=O)[nH]1)CCN(Cc1ccc(C#N)cc1)CC2 | 2%
112 | COc1ccc2nc(NS(=O)(=O)c3ccc(Cl)cc3)c(Nc3ccc4c(c3)OCO4)nc2c1 | ?
113 | O=C(NCCN1CCOCC1)C1CC(=O)N(c2n[nH]c3ccccc23)C1 (centres undefined) | 38%[activator]

Screens deposited in PubChem by National Center for Advancing Translational Sciences (NCATS).
